Screens from PubChem BioAssay.
RORgamma inh – qHTS for inhibitors of ROR gamma transcriptional activity; Nuclear receptor ROR-gamma (Mus musculus), P51450; Drosophila S2 Gal4-RORgamma UAS-luciferase reporter, 20 h; Potency, µM (titrated, usually from 53.6 µM), for inactives: top-dose activity change, negative = inhibition, actives largely listed as inhibitors; 5.4% of 310,000 active; AID 2551, 2010; also: potency is read from the fitted curve at half-maximal effect; % is scaled to controls: 0 for no effect and ±100 for the full control effect; nearly all actives have a fitted effect of over 60% in size
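Drosophila Schneider cells stably carrying a metallothionein-driven Gal4 DBD–ROR gamma fusion and a UAS-Photinus luciferase reporter were exposed to compound for 1 hr, then induced with copper sulfate (700 uM final) for 20 hr at ambient temperature before luminescence reading.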
NPC1 promoter act – qHTS Assay for NPC1 Promoter Activators; 2.4% of 320,000 active; Huh7 NPC1 promoter luciferase reporter, 24 h; Potency, µM (highest dose often 9.22 µM), for the others: top-dose activation, usual class: activators;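 also: potency is read from the fitted curve at half-maximal effect; % of control where 0% means no effect; nearly all actives have a fitted effect of over 60% in size; reporter is driven by a mutant NPC1 promoter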
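In 1536-well qHTS, Huh7 cells harboring an NPC1 promoter–luciferase construct received compound for 24 h; activation was quantified by luminescence following luciferase reagent addition.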
PKM2 activator – qHTS Assay for Activators of Human Muscle isoform 2 Pyruvate Kinase | Pyruvate kinase PKM (Homo sapiens), P14618 | purified PKM2, Kinase-Glo ATP luminescence, activation; response scale: 0% is enzyme alone, no compound | Potency, µM (highest dose often 57.5 µM), for inactives: at the top dose activation, most hits filed as activators | 0.34% of 260,000 active | AID 1631, 2009; also: potency is read from the fitted curve at half-maximal effect; % is scaled to controls: 0 for no effect and ±100 for the full control effect; nearly all actives have a fitted effect of over 55% in size
Target sequence (P14618 whole entry, looked up, canonical isoform): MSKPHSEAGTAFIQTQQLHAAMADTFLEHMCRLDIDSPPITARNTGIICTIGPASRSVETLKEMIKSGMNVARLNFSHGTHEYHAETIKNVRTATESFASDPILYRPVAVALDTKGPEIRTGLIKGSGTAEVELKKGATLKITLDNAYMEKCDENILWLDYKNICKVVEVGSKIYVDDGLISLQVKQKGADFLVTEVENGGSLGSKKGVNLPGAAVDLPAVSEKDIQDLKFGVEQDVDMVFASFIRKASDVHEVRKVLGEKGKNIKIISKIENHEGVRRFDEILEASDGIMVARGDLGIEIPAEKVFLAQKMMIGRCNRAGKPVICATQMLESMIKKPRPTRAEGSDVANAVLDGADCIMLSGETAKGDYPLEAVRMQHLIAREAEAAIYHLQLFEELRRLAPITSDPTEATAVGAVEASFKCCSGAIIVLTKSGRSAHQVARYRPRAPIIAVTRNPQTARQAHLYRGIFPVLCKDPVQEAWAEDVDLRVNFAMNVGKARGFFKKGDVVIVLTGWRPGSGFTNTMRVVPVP
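Kinase-Glo luminescence reports ATP generated from ADP (0.1 mM) and PEP (0.5 mM) by purified hPK-M2 after 1 h at room temperature, pH 7.2 imidazole buffer; intermediate enzyme activity allows detecting inhibitors and activators.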
Menin-MLL TR inh – qHTS Assay for Inhibitors Targeting the Menin-MLL Interaction in MLL Related Leukemias: Competition With Texas Red Labeled MLL-derived Mutant Peptide; Menin + Texas Red MLL mutant peptide, fluorescence polarization; O00255; 0.23% of 270,000 active; Potency, µM (highest dose often 61.6 µM), inactives show at the highest dose FP activity change, negative = inhibition, actives largely listed as inhibitors; active = well fitted inhibition curve with a large enough effect in the polarisation, with a control signal flat, not every such curve was filed as active; inconclusive = small, poorly fitted or top-dose-only effect, or effect the other way, or a change in a side signal; inactive = no such curve, though single readings can be large or run the other way; the % refers to the polarisation; also: potency is read from the fitted curve at half-maximal effect; % of control where 0% means no effect; many of its hits are not listed in these tables
ELG1 repair inh – qHTS screen for small molecules that inhibit ELG1-dependent DNA repair in human embryonic kidney (HEK293T) cells expressing luciferase-tagged ELG1. 2.3% of 330,000 active. HEK293T ELG1-luciferase reporter, luminescence, 16 h; DNA damage induced by 5-fluorouridine. AID 504467, 2011. Potency, µM (highest dose often 46.1 µM), inactives show at the top dose activity change, negative = inhibition, most hits filed as inhibitors; also: potency is read from the fitted curve at half-maximal effect; % is scaled to controls: 0 for no effect and ±100 for the full control effect; nearly all actives have a fitted effect of over 55% in size
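Overnight (16 hr) co-exposure of 2,000 cells/well to 5-fluorouridine and compound at 37 °C preceded detection. Luciferase was quantified via ONE-Glo luminescence; loss of signal denotes inhibition.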
FLuc counter – qHTS profiling assay for firefly luciferase inhibitor/activator using purifed enzyme and Km concentrations of substrates (counterscreen for miR-21 project); Luciferin 4-monooxygenase (Photinus pyralis), P08659; purified FLuc, Km substrates, luminescence inhibition; Potency, µM (series often up to 57.5 µM), for the others: top-dose activity change, negative = inhibition, usual class: inhibitors; 6.9% of 360,000 active;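 also: potency is read from the fitted curve at half-maximal effect; plate controls were vehicle for no effect and reference inhibitor for full effect; nearly all actives have a fitted effect of over 55% in size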
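Biochemical qHTS of compounds, final roughly 60 µM downward over six points, against 10 nM purified firefly luciferase using Km concentrations of substrates (10 uM D-luciferin, 10 uM ATP) in Tris acetate pH 7.5 buffer; luminescence output.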
MBNL1 CUG block – qHTS Assay for Inhibitors of MBNL1-poly(CUG) RNA binding; 0.036% of 280,000 active; TR-FRET MBNL1-His/biotin-(CUG)12 binding, 665/545 ratio; Muscleblind-like protein 1 (Homo sapiens), Q9NR56; AID 2675, 2010; Potency, µM (titrated, usually from 57.5 µM), without a hit: top-dose activity change, negative = inhibition, actives largely listed as inhibitors; active = well fitted inhibition curve with a large enough effect in the signal ratio, with a control signal flat, not every such curve was filed as active; inconclusive = small, poorly fitted or top-dose-only effect, or effect the other way, or a change in a side signal; inactive = no such curve, though single readings can be large or run the other way; the % refers to the signal ratio; also: potency is read from the fitted curve at half-maximal effect; % is scaled to controls: 0 for no effect and ±100 for the full control effect
Target sequence (Q9NR56 whole entry, looked up): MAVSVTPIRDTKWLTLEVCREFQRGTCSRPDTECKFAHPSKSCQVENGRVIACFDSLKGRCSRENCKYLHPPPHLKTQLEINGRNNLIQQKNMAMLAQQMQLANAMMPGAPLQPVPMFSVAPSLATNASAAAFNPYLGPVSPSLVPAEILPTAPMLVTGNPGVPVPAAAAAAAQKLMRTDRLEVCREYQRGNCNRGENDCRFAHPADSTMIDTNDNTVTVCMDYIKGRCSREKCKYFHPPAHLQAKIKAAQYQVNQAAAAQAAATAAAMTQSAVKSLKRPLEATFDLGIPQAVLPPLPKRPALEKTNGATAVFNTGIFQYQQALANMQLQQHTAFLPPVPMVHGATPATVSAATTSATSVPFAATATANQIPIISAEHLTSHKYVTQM
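Inhibition of protein-RNA binding appears as loss of TR-FRET between terbium anti-His antibody on MBNL1-His and streptavidin-XL665 on biotin-(CUG)12. Activity is normalized to buffer-only and uninhibited-complex controls.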
Gal4-VP16 FLuc – VP16 counterscreen qHTS for inhibitors of ROR gamma transcriptional activity; Drosophila S2 Gal4-VP16 UAS-luciferase, luminescence, 20 h; Potency, µM (highest dose often 53.6 µM), without a hit: at the highest dose activity, negative = inhibition, usual class: inhibitors; 3.5% of 310,000 active;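 also: Gal4-VP16 expression switched on by copper sulfate through the metallothionein promoter; potency is read from the fitted curve at half-maximal effect; % is scaled to controls: 0 for no effect and ±100 for the full control effect; nearly all actives have a fitted effect of over 50% in size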
Mito fusion act – qHTS Assay for Small Molecule Inhibitors of Mitochondrial Division or Activators of Mitochondrial Fusion; 0.23% of 320,000 active; Potency, µM (series often up to 46.1 µM), for the others: at the top dose growth rescue (activation), most hits filed as activators; S. cerevisiae fusion-defective mutant growth rescue, CellTiterGlo 48 h;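 also: potency is read from the fitted curve at half-maximal effect; % of control where 0% means no effect; nearly all actives have a fitted effect of over 45% in size; temperature-sensitive fusion mutants such as fzo1-1 at 37 °C on non-fermentable ethanol glycerol medium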
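S. cerevisiae fusion-defective temperature-sensitive mutants (e.g. fzo1-1, mgm1-5) grown 48 h at 37C in YPEG (ethanol/glycerol non-fermentable) medium with 23 nl compound per well; growth rescue read as CellTiterGlo luminescence.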
KCNH2 3.1 inh – qHTS for Inhibitors of KCHN2 3.1: Mutant qHTS | U2OS KCNH2 3.1, thallium flux FluxOr; active compounds read low | activity change, % (tested at about 1.8 µM) | Potassium voltage-gated channel subfamily H member 2, brain isoform KCNH2 3.1 (human) | 0.95% of 340,000 active;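 active = maximum activity change below -70%; inconclusive = maximum activity change from -70% to -50%; inactive = maximum activity change above -50%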;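 also: thallium influx rate constant from kinetic fluorescence after stimulation buffer; % is scaled to controls: 0 for no effect and ±100 for the full control effect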
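Normalized rate constant (relative to positive and negative DMSO controls) derived from a 2 min kinetic fluorescence read after stimulation; U2OS cells expressing the 3.1 isoform via virus at 1.77 x 10^8 /mL.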
Rab9 prom act – qHTS Assay for Rab9 Promoter Activators | Potency, µM (titrated, usually from 9.22 µM), for inactives: at the highest dose activation, negative = inhibition, usual class: activators | 2.8% of 320,000 active | AID 485297, 2010 | Huh7 Rab9 promoter-luciferase reporter, luminescence, 24 h; also: potency is read from the fitted curve at half-maximal effect; % of control where 0% means no effect; nearly all actives have a fitted effect of over 60% in size
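Quantitative HTS format; Huh7 Rab9-luciferase reporter cells (1500/well) receive compound 2 h post-plating, incubate 24 h at 37 °C, then get luciferase reagent for 10 min before luminescence reading.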
* marks the source's active call; other numbers are inactive results; ? = inconclusive; . = not tested or not shown; & = joins results of further samples; [ ] = remark or other dose. Unless noted, calls follow the shape of the dose curve; as a rule, active = well fitted curve in the direction sought with a large enough effect; inconclusive = small, poorly fitted or top-dose-only effect, or another doubt; inactive = no such curve, though single readings can be large; an effect the other way counts as inactive or inconclusive.

SMILES	RORgamma inh	NPC1 promoter act	PKM2 activator	Menin-MLL TR inh	ELG1 repair inh	FLuc counter	MBNL1 CUG block	Gal4-VP16 FLuc	Mito fusion act	KCNH2 3.1 inh	Rab9 prom act
Cc1cc(C)c(OCC(O)CN2CCN(C(=O)c3ccccc3)CC2)c(C)c1 (stereo not given)	.	-1.7%	-0.8%	-28.9%	-0.6%	-1.1%	4.1%	.	1.7%	0.8	19.0%
Cc1cccc(C)c1N1CCN(C(=O)Cn2cncn2)CC1	0.3%	-2.1%	-2.5%	-13.9%	-13.5%	-1.8%	-3.0%	-1.6%	0.6%	-4.5	-3.2%
O=C(COC(=O)c1cccnc1Cl)NCc1ccco1	18.2%	-1.5%	-4.2%	0.5%	8.4%	-1.6%	-5.4%	6.2%	4.3%	3.6	-8.6%
Nc1ccc(-c2nc3ccc(C(=O)O)cc3s2)cc1	0.562µM*	-38.9%[inhibitor]	-21.4%	22.7%	.	0.213µM*	168.7%[activator]	0.631µM*	-0.1%	-22.6	-43.0%[inhibitor]
COC(=O)c1ccc(N=Cc2c(C(F)(F)F)[nH]n(C)c2=O)cc1	29.5%	-2.3%	-5.8%	-0.3%	-3.4%	-11.9%	-2.2%	7.2%	4.4%	-0.1	1.3%
CCOc1c(Cl)cc(/C=C/C(=O)N(CC)CC(=O)NCc2cccs2)cc1OC	.	-3.8%	.	.	-18.3%	2.8%	.	.	11.4%	-0.2	-1.9%
CCCNC(=O)C1CCC(CNS(=O)(=O)c2ccc3c(c2)CC(C)N3C(C)=O)CC1 (stereo not given)	-4.9%	-0.6%	.	.	?	-4.8%&1.1%	-3.9%	0.1%	-0.1%	12.0	0.5%
O=S(=O)(c1ccccc1)C1(C2CC(c3ccccc3)=NO2)CC(O)C1 (stereo not given)	27.1%	0.9%	?	0.0%	-2.8%	-15.5%	-7.0%	-8.4%	-1.9%	18.4	0.0%
CC(OC(=O)c1ccco1)C(=O)NCc1ccc2c(c1)OCO2 (stereo not given)	3.4%	-0.2%	-1.0%	18.1%	14.4%	0.6%	0.5%	4.4%	0.5%	2.9	-2.1%
CC(C)(C)c1ccc(NC(=O)COC(=O)c2ccc(CN3CCCC3=O)cc2)cc1	.	5.2%	.	.	?	-12.6%	.	.	2.4%	3.7	0.6%
Cc1ccc(CNC(=O)COC(=O)Cc2ccc(-c3ccccc3)cc2)cc1	1.0%	0.6%	-1.7%	4.4%	-13.1%	-8.2%	6.2%	3.8%	1.0%	-6.9	-2.6%
Cc1cc(C)nc(Nc2ccc(C)c([N+](=O)[O-])c2)n1	?	9.5%	-2.5%	11.2%	?	?	20.1%	9.6%	9.6%	0.4	24.2%
O=C(NC(=S)Nc1ccc(N2CCCC2)cc1)c1ccccc1[N+](=O)[O-]	3.98µM*	10.1%	4.4%	?	11.3%	-1.9%	.	5.01µM*	-3.8%	-5.8	19.4%
CC(C)CC(=O)NC(c1cccs1)c1ccc2cccnc2c1O (stereo not given)	0.7%	-7.2%	0.0%	0.4%	-19.3%	-0.1%	-14.9%	-12.8%	4.6%	3.9	-2.6%
Cc1nc([N+](=O)[O-])cn1CC(=O)c1ccc(OC(F)(F)F)cc1	8.7%	1.6%	.	3.5%	13.3%	1.4%	-12.4%	-10.5%	-13.0%	2.0	2.2%
N#Cc1ccccc1OCC(=O)N1CCN(S(=O)(=O)c2ccc(Cl)cc2)CC1	.	-6.0%	.	.	-0.3%	.	.	.	11.5%	-4.3	1.5%
CNC(=O)C1CC(=O)N(Cc2ccc3c(c2)OCO3)C(=Nc2ccc(F)cc2)S1 (stereo not given)	-24.3%	1.7%	1.2%	2.2%	-4.2%	2.0%	7.9%	7.4%	0.6%	-5.5	16.1%
COC(=O)c1c(NC(=O)CSc2nnc(-c3ccco3)n2Cc2ccccc2)sc(C)c1C	15.6%	-1.6%	9.9%	?	?	0.8%	-4.0%	-1.1%	19.3%	-36.6	-4.6%
O=[N+]([O-])c1cc(/C=N/OCc2c(Cl)cccc2Cl)ccc1N1CCOCC1	13.1%	1.9%	4.3%	24.4%	-2.2%	3.8%	4.8%	-12.3%	-5.8%	-17.7	2.8%
CCc1ccc(N2CC(C(=O)Nc3ccccc3F)CC2=O)cc1 (stereo not given)	-4.1%	-6.1%	0.7%	-3.0%	-5.0%	2.1%	-5.4%	-0.6%	-0.5%	5.8	-2.6%
CCN(CC)C(=O)c1ccc(COc2ccc(Cl)c(C)c2)o1	?	30.0%	0.0%	-6.7%	?	?	3.5%	?	6.1%	-4.6	29.2%
Cc1ccc(C(=O)NNc2ncnc3c2cnn3C)cc1	-41.8%	-0.7%	-4.4%	.	19.0%	-5.1%	.	-1.7%	5.5%	-6.1	-1.2%
CSCC(NS(=O)(=O)c1ccc(C)cc1)C(=O)O (stereo not given)	2.1%	-0.8%	-4.1%	6.0%	5.0%	-0.7%	-4.6%	1.7%	1.3%	-17.4	-10.7%
Brc1ccc(-c2nc3ncccn3c2NC2CCCCC2)o1	4.2%	-1.0%	-0.9%	-2.7%	?	-1.9%	9.6%	-2.8%	2.6%	-21.9	-2.2%
COc1ccc2c(c1OC)C(=O)N(c1nccs1)C2	-22.0%	?	-7.2%	-13.1%	?	15.1µM*	-1.9%	3.1%	1.3%	17.7	?
CC(=O)Nc1c(C(=O)C2CC2)oc2ccccc12	-22.3%	1.2%	-0.1%	9.9%	-1.2%	-1.1%	18.4%	0.9%	-6.1%	10.8	-7.3%
CCC(SC1=NCCS1)C(=O)Nc1ccc(S(N)(=O)=O)cc1 (stereo not given)	-16.0%	-1.5%	8.2%	-2.4%	1.1%	4.1%	-3.4%	-19.0%	0.3%	9.0	-2.3%
CCNc1nc(Cl)nc(NCCOc2ccc(C)cc2)n1	-1.0%	-0.2%	-1.9%	7.2%	19.0%	6.0%	4.4%	-0.9%	-2.1%	-7.5	1.8%
Cn1c(Cn2c3ccccc3c3ccccc32)n[nH]c1=S	3.55µM*	0.6%	-0.8%	.	-22.8%	-3.1%	-2.6%	12.6µM*	5.1%	-12.8	-0.6%
O=C(COC(=O)c1cc([N+](=O)[O-])ccc1N1CCOCC1)c1ccc(Br)cc1	.	-3.8%	.	.	-13.8%	-0.9%	.	.	2.9%	2.8	1.2%
CCC1/C(=N\O)CC(c2ccco2)NC1c1ccco1 (stereo not given)	16.7%	7.3%	12.8%	.	-11.2%	-1.2%	0.7%	2.7%	2.1%	-1.1	0.7%
COc1ccc2c(CC(=O)OCC(=O)Nc3ccc4c(c3)OCO4)coc2c1	1.4%	-1.2%	-4.0%	15.1%	-13.8%	-1.7%[2.3 µM]	3.1%	-7.3%	-1.9%	13.9	-3.1%
Cc1ccc(-n2c(SCC(=O)NCC3CCCO3)nc3n[nH]c(C)c3c2=N)cc1Cl (stereo not given)	9.8%[0.365 µM]	-0.4%	9.4%	-21.6%	?	5.3%	-6.5%	.	1.5%	-0.9	-11.4%
O=[N+]([O-])c1cccc(C(=S)N2CCN(c3ccccc3)CC2)c1	4.5%	0.8%	-8.4%	5.0%	-0.5%	-0.2%	11.2%	1.1%	20.5%	-11.3	-8.9%
O=C(Nc1ccc(F)cc1)N1CCCC(c2nc3c(nnn3Cc3ccccc3Cl)c(=O)[nH]2)C1 (stereo not given)	15.1%	-3.6%	7.0%	-19.0%	-26.2%	-15.5%	-6.6%	-2.7%	0.0%	24.7	-4.0%
O=C(CSc1nccc(=O)[nH]1)c1ccco1	3.8%	-0.4%	1.6%	-7.4%	0.8%	-6.0%	-4.8%	-3.0%	16.3%	3.6	1.7%

These rows are one share of the data; the hit share may differ from the screen's.
